Bioassay records from PubChem BioAssay.
LANA DNA inh: inhibitors of KSHV C-LANA binding to DNA, primary screen, biochemical, fluorescence polarization, FAM-LBS DNA, MBP-C-LANA, single point. Kaposi's sarcoma herpesvirus LANA C-terminal domain (residues 932-1162) DNA binding. inhibition, % at 9 µM. actives 0.078% (n = 340,000);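 active = highest replicate inhibition at or above 60% at 9 µM, even if other replicates fall short; inactive = all replicates below 60% inhibition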;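 also: 0% = neutral control wells and 100% = 4 µM acridine orange control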
Keap1-Nrf2 PPI: Keap1-Nrf2 protein-protein interaction inhibitors, primary screen, biochemical, fluorescence polarization, single point | actives 0.15% (n = 340,000) | inhibition, % at 9.4 µM | Kelch-like ECH-associated protein 1 (Homo sapiens), Q14145 | Keap1 Kelch-Nrf2 peptide fluorescence polarization, 1536-well | AID 504523, 2011; in the data active = inhibition above about 12%;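 also: human Keap1 Kelch domain with fluorescein labeled Nrf2 9mer peptide probe; 0% = neutral control wells and 100% = peptide positive control; higher means more block of Keap1 binding to Nrf2 peptide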
Target sequence (Q14145 whole entry, looked up, the tested form may be a part): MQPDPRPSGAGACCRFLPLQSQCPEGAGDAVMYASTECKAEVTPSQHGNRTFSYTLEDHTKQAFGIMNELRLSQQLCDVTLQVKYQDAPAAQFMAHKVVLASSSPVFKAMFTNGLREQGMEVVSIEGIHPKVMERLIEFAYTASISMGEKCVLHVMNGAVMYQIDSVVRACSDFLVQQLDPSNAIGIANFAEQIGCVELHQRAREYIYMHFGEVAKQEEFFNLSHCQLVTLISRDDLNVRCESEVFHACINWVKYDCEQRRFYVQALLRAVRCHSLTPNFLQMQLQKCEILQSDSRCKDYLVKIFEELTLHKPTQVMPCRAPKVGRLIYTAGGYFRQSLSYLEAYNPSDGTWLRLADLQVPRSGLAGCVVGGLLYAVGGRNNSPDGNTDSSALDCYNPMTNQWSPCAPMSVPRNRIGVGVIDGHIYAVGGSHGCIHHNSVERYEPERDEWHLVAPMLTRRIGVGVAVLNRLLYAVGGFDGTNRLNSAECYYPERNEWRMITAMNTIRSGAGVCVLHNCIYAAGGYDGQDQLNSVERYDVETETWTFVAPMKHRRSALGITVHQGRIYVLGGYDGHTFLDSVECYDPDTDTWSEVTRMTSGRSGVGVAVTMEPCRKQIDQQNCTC
RTF Ca sens inh: cardiac RTF calcium sensitivity inhibitors, primary screen, biochemical, IANBD-TnC fluorescence, EC70 calcium; IANBD-labeled cardiac RTF, Ca2+ fluorescence; actives 0.12% (n = 340,000); inhibition, % at 7.15 µM; Troponin I, cardiac muscle (Homo sapiens) + Troponin T, cardiac muscle (Homo sapiens) + …;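 active = inhibition above the mean inhibition of all tested compounds plus 3 SD, cut at about 17% in these data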;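 also: assay run at fixed EC70 calcium of 1.6 mM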
DAGLB inhibitor: DAGLB lipase inhibitors, primary screen, biochemical, fluorescence, HTS. Diacylglycerol lipase-beta (Homo sapiens), Q8NCG7. HEK293T DAGLB membrane lysate, EnzChek fluorogenic substrate. inhibition, % at 5.17 µM. actives 0.059% (n = 340,000). AID 504411, 2011; in the data active = inhibition above about 34%;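 also: 0% = enzyme with vehicle and 100% = wells lacking enzyme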
CAL PDZ FP-1: CAL PDZ peptide-binding inhibitors, primary screen, biochemical, fluorescence polarization, Cer-tagged CAL PDZ, HTS; Golgi-associated PDZ and coiled-coil motif-containing protein (Homo sapiens), Q9HD26; purified CAL PDZ, TMR-peptide fluorescence polarization, 1 h; inhibition, % at 20 µM; actives 0.02% (n = 330,000); AID 504414, 2011;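 active = highest replicate inhibition of at least 40%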;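 also: plate controls were DMSO neutral control wells for no effect and unlabeled competitor peptide control wells for full effect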
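Material: tagged CAL PDZ domain; buffer or medium: 25 mM sodium phosphate pH 7.4, 150 mM NaCl, TCEP, IgG, Thesit; compound dosing: single point, 20 µM; schedule: 1 h incubation at room temperature before polarization reading; measured by: FP readout, S and P plane fluorescence; read-out basis: percent inhibition from loss of millipolarization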
NSD2 inh: NSD2 histone methyltransferase inhibitors, primary screen, biochemical, AlphaScreen, single concentration, set 2. Histone-lysine N-methyltransferase NSD2 (Homo sapiens), O96028. NSD2 peptide methylation, 120 min. inhibition, % at 12.5 µM. actives 0.54% (n = 310,000); in the data active = inhibition above about 50%
CAL PDZ FP-2: untagged CAL PDZ binding inhibitors, primary screen, biochemical, fluorescence polarization, HTS | inhibition, % at 24.9 µM | AID 602252, 2012 | actives 0.92% (n = 300,000) | Golgi-associated PDZ and coiled-coil motif-containing protein (Homo sapiens), Q9HD26 | purified CAL PDZ, TMR-peptide fluorescence polarization, 1 h;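 active = mean inhibition of at least 30% with at least half of replicates also reaching 30%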;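 also: 0% = DMSO neutral control and 100% = excess unlabeled competitor peptide PRC23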
DSG3 Ab inh: inhibitors of pemphigus antibody binding to DSG3, primary screen, biochemical, bead-based, flow cytometry, scFv-GFP; actives 0.48% (n = 310,000); DSG3-coupled beads, scFv-anti-DSG3-GFP binding; hits give low values; binding (percent of control), % at 10 µM;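 active = binding more than 3 SD below its plate's average and above zero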;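 also: hits lower antibody fragment binding to DSG3; some compounds called inactive have numbers as strong as hits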
Arrestin-AP2 inh: inhibitors of beta-arrestin/AP2 binding, primary screen, biochemical, GPCR trafficking, flow cytometry; inhibition, % at 10 µM; actives 0.31% (n = 340,000); AID 504490, 2011; FITC-arrestin peptide / GST-AP2 beads; AP2 beta2 appendage carries R879A mutation; beta-arrestin 1 C-terminal peptide binding to AP2 beta2-adaptin appendage (human);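 active = inhibition above a set limit, near 3 SD of compounds lacking own fluorescence, cut at about 54% in these data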;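 also: plate controls were DMSO wells for no effect and 5 µM unlabelled arrestin peptide for full effect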
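Measured by: flow cytometry, FL1 (488/535 nm); Material: AP2 appendage R879A on GSH beads; Evaluation: percent response; Timing: pre-incubation 12 min, peptide binding 1 h, room temperature; Also added: 50 nM FITC-arrestin peptide; Medium: PBS with 0.05% Tween 20 and 0.1% BSA.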
V-ATPase pHluor: regulators of yeast V-ATPase proton pumping, primary screen, pHLuorin cytosolic pH fluorescence | S. cerevisiae | actives 0.37% (n = 350,000) | response, % at 10 µM; in the data active = response mostly above about 7.3%, no sharp cut-off; inactive = mostly below about 5.4%; also: actives read high; inactives centre near 0; some compounds called inactive have numbers as strong as hits; reference of the scale not given here
* hit, by the source's call; · = not tested or not shown.

SMILES | LANA DNA inh | Keap1-Nrf2 PPI | RTF Ca sens inh | DAGLB inhibitor | CAL PDZ FP-1 | NSD2 inh | CAL PDZ FP-2 | DSG3 Ab inh | Arrestin-AP2 inh | V-ATPase pHluor
Cn1nc(C(F)(F)F)c(C(=O)Nc2ccc(F)cc2F)c1Sc1cccc(Cl)c1 | -1.4 | -1 | -7 | -17 | -0.3 | -10 | 22 | 105 | 23 | -4
COc1cc(S(=O)(=O)N2CCCCC2)ccc1NC(=O)c1ccncc1 | 1.5 | 0 | -4 | 1 | -2.6 | -5 | -3 | 106 | 22 | 2
CN1C(=O)C2(C(C#N)=C(N)N(c3cc(Cl)cc(Cl)c3)C3=C2C(=O)CC(C)(C)C3)c2ccccc21 (stereo not given) | 0.5 | -3 | 12 | -4 | · | 0 | 0 | 95 | 18 | -2
O=C(Nc1ccc2c(c1)OCO2)C(=O)c1c[nH]c2ccccc12 | -0.3 | 2 | -3 | -2 | -0.9 | -1 | 0 | 101 | -5 | 2
CS(=O)(=O)Oc1ccc(Br)cc1/C=C1/N=C(c2ccco2)OC1=O | 0.3 | -1 | -13 | -1 | -1.6 | -2 | 0 | 123 | 22 | -4
CCCOC(=O)c1cc(-c2ccc(/C=C3/C(=O)N(C)C(=O)C(C#N)=C3C)o2)ccc1Cl | 1.8 | -5 | 3 | 12 | -1.5 | · | · | 104 | -5 | 1
COc1ccc(CNC(=O)COC(=O)CCS(=O)(=O)c2ccc(C)cc2)cc1OC | 1.6 | -2 | -13 | -1 | -2.4 | -1 | 2 | 97 | 5 | -1
CCOc1ccccc1NC(=O)C(NCC1(N2CCCCC2)CCCCC1)c1ccccc1 (stereo not given) | -2.2 | 1 | -15 | -3 | -5.3 | 0 | 1 | 105 | 15 | 4
COc1ccc(S(=O)(=O)N2CCC(C(=O)N[C@H](C(=O)NCc3ccco3)C(C)C)CC2)cc1 | -1.0 | -2 | -7 | 3 | -0.4 | 6 | 2 | · | 5 | -2
CCCCn1c(N)c(N(CCOC)C(=O)c2ccc3c(c2)C(=O)N(c2ccccc2Cl)C3=O)c(=O)[nH]c1=O | 0.2 | 4 | -1 | -1 | -1.1 | -3 | · | 102 | -33 | -3
Cc1ccccc1C(=O)NC1CCS(=O)(=O)C1 (stereo not given) | 2.3 | -1 | -18 | -1 | -1.7 | 0 | -2 | 95 | -7 | 0
CCN(CC(=O)Nc1sc2c(c1C#N)CCC(C)C2)CC(=O)NC1CCS(=O)(=O)C1 (stereo not given) | 0.4 | -5 | -9 | 0 | -0.7 | -3 | -3 | 100 | 7 | -2
c1ccc(-c2ccc3c(c2)c2c4n3CCN=C4CCC2)cc1 | -2.0 | -4 | 1 | 4 | -0.3 | 1 | -5 | 106 | -3 | 3
COC(=O)c1c(C(=O)OC)c(-c2ccc(OC)cc2)n2c1CS(=O)C2 (stereo not given) | -0.3 | -1 | 4 | -3 | -1.9 | 1 | -1 | 103 | 29 | -2
O=C(NC(=S)N1CCN(c2ccc(C(F)(F)F)cc2[N+](=O)[O-])CC1)c1cccs1 | 0.1 | -5 | -2 | 4 | -2.0 | 33 | -2 | 122 | 3 | -3
COCCNC(=O)[C@H](CSCc1ccccc1)N1Cc2ccccc2C1=O | -0.7 | 1 | 4 | 2 | -1.4 | -6 | 2 | 92 | -18 | 0
CCN(CC)S(=O)(=O)c1ccc(S(=O)(=O)N(CC(=O)Nc2ccccc2)Cc2ccco2)cc1 | 0.1 | 2 | -3 | -2 | -1.4 | -1 | -5 | 100 | -8 | -1
CCOC(=O)CNc1c(-c2ccc(OC)cc2)nc2ccc(Cl)cn12 | 4.2 | 0 | -7 | 0 | -2.0 | -4 | -1 | 102 | -27 | -3
NCCCCCC(=O)N/N=C/c1ccc2nccnc2c1 | -6.2 | -1 | 1 | -2 | 0.3 | -4 | 2 | · | -17 | 5
COc1ccc(CCN2C(=O)CC(Cc3ccccc3)C2=O)cc1OC (stereo not given) | -1.7 | -5 | -1 | -1 | -2.2 | 0 | -1 | 85 | 9 | 1
CC(C)(C)C1CCc2c(sc3nc(SCC(N)=O)nc(N)c23)C1 (stereo not given) | 0.3 | -5 | 4 | 3 | -0.2 | 2 | -1 | 100 | 0 | 2
CC1CN(CC(O)COC(c2ccccc2)c2ccccc2)CC(C)O1 (stereo not given) | -0.3 | -1 | 1 | -2 | 0.0 | 6 | -2 | 99 | 30 | 0
COc1ccc(OCC(=O)N(C)Cc2ccccc2)cc1 | 1.9 | -3 | 7 | -10 | -0.3 | 3 | -2 | 108 | 0 | 2
CCNc1c(NS(=O)(=O)c2ccc(Cl)s2)c(=O)oc2ccccc12 | -1.6 | 3 | -4 | 0 | -1.9 | 3 | -6 | 106 | 21 | -1
COc1ccc(N(CC(=O)NCc2ccc(F)cc2)C(=O)CCC(=O)Nc2nccs2)cc1 | -1.1 | -4 | -11 | 2 | 0.1 | -6 | 1 | 97 | 7 | -3

Shown with two lines to a compound: part of the list above.
The line under a structure holds: LANA DNA inh, Keap1-Nrf2 PPI, RTF Ca sens inh, DAGLB inhibitor, CAL PDZ FP-1, NSD2 inh, CAL PDZ FP-2, DSG3 Ab inh, Arrestin-AP2 inh, V-ATPase pHluor
- NCCCCCC(=O)N/N=C/c1ccc2nccnc2c1
  -6.2, -1, 1, -2, 0.3, -4, 2, ·, -17, 5
- COc1ccc(CCN2C(=O)CC(Cc3ccccc3)C2=O)cc1OC (stereo not given)
  -1.7, -5, -1, -1, -2.2, 0, -1, 85, 9, 1
- CC(C)(C)C1CCc2c(sc3nc(SCC(N)=O)nc(N)c23)C1 (stereo not given)
  0.3, -5, 4, 3, -0.2, 2, -1, 100, 0, 2
- CC1CN(CC(O)COC(c2ccccc2)c2ccccc2)CC(C)O1 (stereo not given)
  -0.3, -1, 1, -2, 0.0, 6, -2, 99, 30, 0
- COc1ccc(OCC(=O)N(C)Cc2ccccc2)cc1
  1.9, -3, 7, -10, -0.3, 3, -2, 108, 0, 2
- CCNc1c(NS(=O)(=O)c2ccc(Cl)s2)c(=O)oc2ccccc12
  -1.6, 3, -4, 0, -1.9, 3, -6, 106, 21, -1
- COc1ccc(N(CC(=O)NCc2ccc(F)cc2)C(=O)CCC(=O)Nc2nccs2)cc1
  -1.1, -4, -11, 2, 0.1, -6, 1, 97, 7, -3

The list goes on.
SMILES | LANA DNA inh | Keap1-Nrf2 PPI | RTF Ca sens inh | DAGLB inhibitor | CAL PDZ FP-1 | NSD2 inh | CAL PDZ FP-2 | DSG3 Ab inh | Arrestin-AP2 inh | V-ATPase pHluor
CN(C)c1ccc(NC(=O)CCCCCn2nnc3ccccc3c2=O)cc1 | -4.3 | 2 | -9 | -1 | 0.2 | 2 | -3 | 92 | 21 | -3
CCCCn1c(N)c(N(C)C(=O)c2cn(-c3ccccc3)nc2-c2ccccc2)c(=O)[nH]c1=O | 1.0 | -7 | -4 | -1 | 0.2 | 0 | 2 | 101 | 2 | 3
CCSc1ncnc2sc(C)c(C)c12 | -0.2 | 2 | -5 | -6 | -5.9 | -1 | -10 | 88 | 10 | 6
Cc1nn(C)cc1C1C2=C(CC(C)(C)CC2=O)OC2=C1C(=O)CC(C)(C)C2 | 0.1 | -5 | 8 | -1 | -2.7 | 27 | 1 | 88 | -6 | 2
O=C1NN(c2ccc(Cl)cc2)C(=O)/C1=C\c1ccc(-c2cccc(C(=O)O)c2)o1 | 19 | -6 | 5 | 22 | · | 54* | -1 | 100 | 4 | -1
CCOc1ccc(CCNC(=O)CCCn2nc(C)c3c(C)n(-c4ccccc4)nc3c2=O)cc1 | -1.5 | -3 | 3 | 3 | -1.4 | -2 | 2 | 104 | -1 | 0
COc1ccc(Cn2nnnc2CN2CCCCCC2)cc1 | 0.0 | -4 | -19 | -1 | -1.3 | 0 | -4 | 91 | 5 | 0
COc1ccc2nc(Nc3nc4ccc(NC(C)=O)cc4s3)sc2c1 | 1.0 | -6 | -1 | 6 | -1.8 | 2 | 0 | 98 | -2 | -1
Cc1ccc(S(=O)(=O)c2c(COC(=O)c3cccc(Cl)c3)c(-c3ccccc3)nn2C)cc1 | 1.6 | -4 | 0 | 0 | -0.2 | 13 | -4 | 103 | 7 | 1
O=C(NCc1ccc(Cl)cc1)C1CCC(CNc2c(N3CCCC3)c(=O)c2=O)CC1 (stereo not given) | 2.1 | -3 | -2 | 0 | 0.3 | 2 | -11 | 92 | -11 | 0
Cc1cc(C(C)(C)C)ccc1OCC(=O)N/N=C\c1c(C)n(C)n(-c2ccccc2)c1=O | 0.6 | 0 | 15 | 3 | -2.2 | -9 | -5 | 103 | 21 | -2
COc1ccc(/C=C/c2c(-c3ccc(OC)cc3)oc3ccccc23)cc1 | -1.0 | -1 | -10 | -4 | 0.4 | · | -2 | 103 | 9 | -2
O=C(COC(=O)C12CC3CC(CC(C3)C1)C2)NCCc1ccccc1 | -3.1 | -7 | 8 | -5 | -1.0 | -6 | -7 | 102 | -5 | -4
Cc1ccc(N2N=C(C(=O)O)CCC2=O)cc1Cl | 4.1 | 3 | -10 | 4 | -1.1 | -1 | -5 | 93 | -14 | -1
Cc1ccc(NC(=O)c2ccc3c(c2)C(=O)N(CC2CCCO2)C3=O)cc1C (stereo not given) | 0.3 | 1 | -4 | -1 | 0.1 | -8 | 1 | 100 | 10 | -2
CC(C)NC(=O)/C(C#N)=C\c1ccc(N(C)C)c(Br)c1 | 0.2 | -1 | 8 | 0 | -2.3 | 1 | -3 | 86 | 4 | -1
O=C(Nc1ccc2c(c1)OCO2)Oc1ccccc1 | 0.2 | -1 | 0 | -4 | -1.2 | -2 | · | 88 | 13 | 7
Cc1cccc(OCC(=O)NCCNC(=O)c2ccncc2)c1 | 0.0 | -3 | -6 | -5 | -3.5 | 3 | -2 | 92 | -6 | -2

The list is partial; count on the stated rates, not on these rows.
